TDP1 cell CPT: qHTS for Inhibitors of human tyrosyl-DNA phosphodiesterase 1 (TDP1): qHTS in cells in presence of CPT; chicken DT40 Tdp1-/-;hTDP1 cells + 20 nM CPT, ATP luminescence, 48 h; Potency, µM (highest dose often 46.2 µM), inactives show top-dose activity change, negative = growth inhibition, actives largely listed as inhibitors; 420,000 compounds, 12% hits; AID 686979, 2013; note: nearly all actives have a fitted effect of over 55% in size
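Chicken DT40 Tdp1-/- cells stably complemented with human TDP1 were seeded at 400 cells/well in medium containing 20 nM camptothecin, exposed to pin-transferred compounds, and grown at 37 °C for at least 48 hr. Viability was read as ATP luminescence.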
GCN5L2 inh: qHTS Assay for Inhibitors of GCN5L2; Histone acetyltransferase KAT2A (Homo sapiens), Q92830; GCN5L2 HAT assay, ThioGlo1 CoA-SH fluorescence; Potency, µM (titrated, usually from 58.9 µM), inactives show top-dose activity change, negative = inhibition, most hits filed as inhibitors; 390,000 compounds, 0.21% hits; AID 504327, 2011
Target sequence (Q92830 whole entry, looked up): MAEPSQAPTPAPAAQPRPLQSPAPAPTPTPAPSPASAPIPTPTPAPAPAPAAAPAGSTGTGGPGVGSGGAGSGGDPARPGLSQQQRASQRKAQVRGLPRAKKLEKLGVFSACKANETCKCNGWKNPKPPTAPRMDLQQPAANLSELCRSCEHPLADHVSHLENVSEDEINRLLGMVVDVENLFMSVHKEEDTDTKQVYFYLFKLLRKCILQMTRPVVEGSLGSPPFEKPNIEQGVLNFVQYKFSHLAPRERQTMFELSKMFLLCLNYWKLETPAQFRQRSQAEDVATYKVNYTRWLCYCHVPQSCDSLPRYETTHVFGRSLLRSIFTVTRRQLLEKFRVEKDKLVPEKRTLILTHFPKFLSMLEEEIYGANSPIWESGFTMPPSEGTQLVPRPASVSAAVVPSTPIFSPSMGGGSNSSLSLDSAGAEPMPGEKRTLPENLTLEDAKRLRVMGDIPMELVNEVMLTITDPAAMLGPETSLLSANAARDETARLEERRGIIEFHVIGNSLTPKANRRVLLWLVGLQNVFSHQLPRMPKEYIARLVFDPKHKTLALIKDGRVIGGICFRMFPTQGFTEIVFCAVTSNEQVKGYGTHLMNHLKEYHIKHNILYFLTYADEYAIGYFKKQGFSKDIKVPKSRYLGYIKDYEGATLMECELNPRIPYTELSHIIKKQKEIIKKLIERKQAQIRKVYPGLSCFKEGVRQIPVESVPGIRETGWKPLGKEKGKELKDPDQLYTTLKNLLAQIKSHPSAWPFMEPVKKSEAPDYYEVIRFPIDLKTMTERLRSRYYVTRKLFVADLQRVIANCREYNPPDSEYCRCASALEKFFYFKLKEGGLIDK
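Compounds, pin-transferred from DMSO stocks, meet 20nM GCN5L2 for 15 min before the reaction begins with H3(1-25) peptide (75uM) and acetyl-CoA (70uM). Thiol-reactive ThioGlo1 reports CoA release over 20 min at room temperature.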
DT40 TDP1 no CPT: qHTS for Inhibitors of human tyrosyl-DNA phosphodiesterase 1 (TDP1): qHTS in cells in absence of CPT | DT40 Tdp1-/- hTDP1 cells, no CPT, ATP luminescence, 48 h | 420,000 compounds, 15% hits | Potency, µM (top dose mostly 46.2 µM), inactives show top-dose activity change, negative = growth inhibition, actives largely listed as inhibitors | AID 686978, 2013; note: nearly all actives have a fitted effect of over 55% in size
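Luminescent ATP content (CellTiter-Glo) served as the growth readout. Knockout chicken DT40 cells expressing human TDP1 were exposed to compounds without camptothecin for a minimum 48 hr at 37 °C.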
Numbers without * were called inactive; ? = inconclusive; . = no result given; & = joins results of further samples; [ ] = remark or other dose. Calls come from the whole dose curve; as a rule, active = well fitted curve in the direction sought with a large enough effect; inconclusive = small, poorly fitted or top-dose-only effect, or another doubt; inactive = no such curve, though single readings can be large; an effect the other way counts as inactive or inconclusive. % is set by controls: 0 for no effect and ±100 for the full control effect; potency is the fitted concentration of half-maximal effect.

SMILES	TDP1 cell CPT	GCN5L2 inh	DT40 TDP1 no CPT
CNC(=O)c1csc(-c2ccc(C)cc2)n1	-9%	3%	7%
CC(C)C(C)NC(=O)COc1ccc(S(=O)(=O)N2CCOCC2)cc1[N+](=O)[O-] (centres undefined)	-17%	4%	-22%
O=C(NC1CCCC1)C1c2ccccc2OCC(=O)N1C1CC1 (centres undefined)	9%	.	-8%
Cc1ccc(S(=O)(=O)N2CCN(c3nc(-c4cncnc4)nc4ccccc34)CC2)cc1	8.9µM*	.	10µM*
Cc1cnc(CNC(=O)c2csc([C@@H]3C[C@H](O)[C@@H](CO)O3)n2)cn1	1%	.	-17%
C=CCN1C(=O)C(C)S/C1=N\S(=O)(=O)c1ccc(Cl)cc1 (centres undefined)	-1%	-3%	-27%
CC(C)N1CCN(c2ccc(OCC3COC(Cn4cncn4)(c4ccc(Cl)cc4Cl)O3)cc2)CC1 (centres undefined)	?	.	?
CCOc1ccccc1NC(=O)Cn1nnc(C(=O)NCCc2ccc(OCC)c(OCC)c2)c1N	-19%	-9%	-11%
CS(=O)(=O)N1CCC(C(=O)Nc2ccc(Br)cc2F)CC1	-3%	4%	3%
COc1cc(C(=O)N/N=C/c2cccc(Oc3ccccc3)c2)ccc1O	?	0%	?

Structures listed so far that have a halogen (three):
SMILES	TDP1 cell CPT	GCN5L2 inh	DT40 TDP1 no CPT
C=CCN1C(=O)C(C)S/C1=N\S(=O)(=O)c1ccc(Cl)cc1 (centres undefined)	-1%	-3%	-27%
CC(C)N1CCN(c2ccc(OCC3COC(Cn4cncn4)(c4ccc(Cl)cc4Cl)O3)cc2)CC1 (centres undefined)	?	.	?
CS(=O)(=O)N1CCC(C(=O)Nc2ccc(Br)cc2F)CC1	-3%	4%	3%

4 entries drawn at random from the list so far:
SMILES	TDP1 cell CPT	GCN5L2 inh	DT40 TDP1 no CPT
CC(C)N1CCN(c2ccc(OCC3COC(Cn4cncn4)(c4ccc(Cl)cc4Cl)O3)cc2)CC1 (centres undefined)	?	.	?
Cc1cnc(CNC(=O)c2csc([C@@H]3C[C@H](O)[C@@H](CO)O3)n2)cn1	1%	.	-17%
CC(C)C(C)NC(=O)COc1ccc(S(=O)(=O)N2CCOCC2)cc1[N+](=O)[O-] (centres undefined)	-17%	4%	-22%
C=CCN1C(=O)C(C)S/C1=N\S(=O)(=O)c1ccc(Cl)cc1 (centres undefined)	-1%	-3%	-27%

Other records follow.
SMILES	TDP1 cell CPT	GCN5L2 inh	DT40 TDP1 no CPT
CC1=C(C(=O)Nc2ccc(C)cc2C)C(c2cccs2)n2nc(SCc3ccc(Cl)cc3)nc2N1 (centres undefined)	10µM*	-4%	12µM*
CCOC(=O)C1C(c2ccc(C)o2)NC(=O)NC1(O)C(F)(F)F (centres undefined)	-8%	4%	6%
CCC(C(=O)NC1CCCCC1)n1c(SCc2ccc(F)cc2)nc2ccncc21 (centres undefined)	?	-8%&-1%	?
COC(=O)c1ccc2nc(-c3ccco3)c(Cc3cccc(Cl)c3)n2c1	?	.	16µM*
CCOC(=O)c1c(C)cc(OC)cc1O	0%	-12%	-11%
CC1=NOC(=O)/C1=C\c1ccccc1	-5%	-12%	-20%
CN1CCN(c2ccc(CNC(=O)C3Cc4c(-c5ccccc5Oc5ccccc5)ccnc4O3)cc2)CC1 (centres undefined)	?	.	?
CCCOc1cc(C)c(S(=O)(=O)n2ccc(C)n2)cc1C	?	.	?
CCn1cc(C(=O)N2CCN(c3ccc(F)cc3)CC2)c(=O)c2cc(S(=O)(=O)N(C)C3CCCCC3)ccc21	?	-5%	?
O=C(Cc1n[nH]c(=O)c2ccccc12)OCC(=O)c1ccccc1	-21%	6%	2%
C=CCNC(=O)c1ccc(C(=O)c2ccccc2)cc1	?	0%	?
Cc1cccc(NC(=O)CSc2nc3c(oc4ccccc43)c(=O)n2Cc2ccco2)c1	23µM*	3%	16µM*
CCCc1cc(N2CCOCC2)n2nc(C)c(-c3ccccc3)c2n1	?	-1%	-28%
CC(C)(C)NC(=O)c1cccc2c1OC(C)(C)C2	-2%	-1%	?
Cc1nc(C(C)NC(=O)CCc2nnc(Cc3c[nH]c4ccccc34)o2)cs1 (centres undefined)	8%	-1%	-2%
O=C(Nc1nc(-c2ccc(Cl)cc2Cl)cs1)C1CCCO1 (centres undefined)	?	-1%	?
Cc1nnc(NC(=O)C2CCCN(S(=O)(=O)Cc3ccccc3)C2)s1 (centres undefined)	14%	-4%	-2%
CCOC(=O)c1cccc(NC(=O)Cn2c(=O)nc(-c3ccccc3F)c3cc(Cl)ccc32)c1	?	1%	?
COc1ccc2c(C)c(CCC(=O)NCCCN3CCCC3=O)c(=O)oc2c1C	-9%	-4%	-4%
COc1ccc(S(=O)(=O)NCC2CCCN(Cc3ccccc3Cl)C2)cc1 (centres undefined)	?	-5%	-25%
CC(C)CN(C(=O)CSc1nc2ccccc2[nH]1)c1c(N)n(Cc2ccccc2)c(=O)[nH]c1=O	?	.	-2%
Cc1cc(=O)n2nc(N3CCCC3C(=O)Nc3ccccc3C)sc2n1 (centres undefined)	-1%	0%	-7%
COc1ccc(/C=C/C(=O)c2ccccc2)c(OC)c1	-22%	-17%	-19%
O=C(NCCN1CCc2ccccc2C1)C1CC(=O)N(C2CCCC2)C1 (centres undefined)	-25%	-5%	-10%
O=C(N/N=C/c1ccc(-n2ccnc2)cc1)c1cccs1	?	-2%	-16%
CCOC(=O)N1CCC(NC(=O)c2cc(C(=O)Nc3ccc(F)cc3F)ccc2CO)CC1	-25%	-6%	-24%
Cc1ccc(S(=O)(=O)N2CCCCC2C(=O)N2CCN(c3ccccc3F)CC2)cc1 (centres undefined)	?	1%	?
COc1cccc(CCN2C(=O)CCC3=C2CCC3=O)c1	-22%	.	-7%
CCN1C(=O)c2ccc(-c3nc4ccccc4c(=O)o3)cc2C1=O	-6%	0%	-5%
O=C(Nc1ccc(S(=O)(=O)O)cc1)c1ccc2c(c1)S(=O)(=O)c1ccccc1C2=O	1%	.	-14%
CSc1sc(C(=O)N(C)C)c2c1S(=O)(=O)N(C)c1ccccc1-2	2%	-2%	-19%
CC(=O)c1cc(C#N)c(Oc2cc(C)cc(C)c2)nc1C	?	-19%	?
COc1ccc(OC)c(NC(=O)CCCOc2cc(=O)n(C)c3ccccc23)c1	?	-5%	?
COCCNC(=O)c1cc2c(=O)n3cccc(C)c3nc2n(Cc2ccncc2)c1=N	?	-16%	?
CCC(C(=O)Nc1cccc(-c2cn3cccnc3n2)c1)c1ccccc1 (centres undefined)	?	-13%	?
O=C(Nc1cccc(C(=O)O)c1)Nc1cccc2ccccc12	3%	-12%	1%
O=c1c2ccccc2ncn1Cc1cccc2ccccc12	?	-14%	-13%
CC(=O)c1cccc(CN2CCN(C3CCCCC3)C(CCO)C2)c1 (centres undefined)	-15%	-4%	-14%
CCOC(=O)C1CCN(C(=O)COc2cccc(C)c2)CC1	4%	1%	-7%
CCCCN1C(=O)C(CC(=O)NC2CCCC2)CC(C(=O)N2CCOCC2)=C1C (centres undefined)	-2%	.	3%
Cc1cccc(C(=O)Nc2ccc(OCc3cc(=O)n4ccsc4n3)cc2)c1	-29%	2%	-23%
Nc1cc(N)nc(SCC(=O)c2ccc3c(c2)NC(=O)CO3)n1	-1%	-2%	-15%
CCC(CC)c1nnc(NC(=O)Cc2c[nH]c3ccccc23)s1	26µM*	.	23µM*
CCOc1ccc(NC(=O)Nc2ccc(N(C)C(C)=O)cc2)cc1	?	.	?
CCN(C(=O)COC(=O)c1cc(OC)c(OC)cc1[N+](=O)[O-])C1CCS(=O)(=O)C1 (centres undefined)	4%	1%	12%
COc1ccc(NC(=O)CCN2CCN(c3cccc(Cl)c3)CC2)cc1	?	-3%	?
CC(Oc1ccc2c3c(c(=O)oc2c1)CCCC3)C(=O)NCc1ccncc1 (centres undefined)	?	-6%	?
C=CCNC(=S)N/N=C/c1ccc(C)s1	4.6µM*	-2%	7.3µM*
C#CCn1c2ccccc2c2nc3ccccc3nc21	4%	1%	-15%
COc1ccccc1-c1nc2ccccc2c(=O)n1NC(=O)c1cccs1	12%	-2%	-27%

Record cards (already shown):
Entry for Nc1cc(N)nc(SCC(=O)c2ccc3c(c2)NC(=O)CO3)n1 = TDP1 cell CPT = -1%; GCN5L2 inh = -2%; DT40 TDP1 no CPT = -15%
Entry for CCN(C(=O)COC(=O)c1cc(OC)c(OC)cc1[N+](=O)[O-])C1CCS(=O)(=O)C1 (centres undefined) = TDP1 cell CPT = 4%; GCN5L2 inh = 1%; DT40 TDP1 no CPT = 12%

Next entries:
SMILES	TDP1 cell CPT	GCN5L2 inh	DT40 TDP1 no CPT
Cc1ccc(CN2CCC(n3nccc3NC(=O)c3ccccc3C)CC2)o1	-3%	15%	3%
Nc1nc(NCc2ccco2)nc(Nc2ccc(F)cc2)c1[N+](=O)[O-]	3%	-6%	-27%
O=S(=O)(NCC(c1ccco1)N1CCN(c2ccccc2F)CC1)c1ccc2c(c1)OCCO2 (centres undefined)	?	-19%	?
CCC1CN(CC(=O)NC(C)c2cn(C)nc2C)Cc2cc(OC)ccc2O1 (centres undefined)	9%[9.04 µM]	.	-6%
CC(=O)c1cccc(NC(=O)c2ccc(N(Cc3ccc(C)cc3)S(C)(=O)=O)cc2)c1	16µM*	-9%	?
COc1ccc(C(CNC(=O)COc2ccc(F)cc2Cl)N2CCCCC2)cc1 (centres undefined)	23µM*	-13%	21µM*
O=C(C[C@H]1C/C=C\C[C@H](NC(=O)OCC2c3ccccc3-c3ccccc32)C(=O)O[C@@H](c2ccccc2)CNC1=O)NCCO	9.2µM*	-7%	10µM*
CCOC(=O)c1c(-c2ccccc2)[nH]c2ccc(O)cc12	-12%	-16%	?
CCOc1ccc2c(c1)c(=O)c(S(=O)(=O)c1ccc(C)cc1)cn2CC	18µM*	-13%	?
COc1ccc(-n2ncc(C(=O)NCc3cccs3)c2C2CCN(C(=O)OC(C)(C)C)CC2)cc1	?	22%	?
COc1ccc(N2C(=O)c3ccccc3NC2(C)C)cc1	24%	-7%	-33%
COc1cc2c(NC3CCN(C)CC3)nc(N3CCCN(C)CC3)nc2cc1OCc1ccccc1	2.8µM*	.	2.8µM*
C[C@H]1CN(C2CCCCC2)C(=O)[C@@H]1CC(=O)NCc1ccccc1	?	-1%	?
COc1ccccc1CCc1nc2ccccc2n1C1CCN(C(=O)c2cc(C)nn2C)CC1	1%[9.04 µM]	.	5%
Cc1cccc([N+](=O)[O-])c1NC(=O)CN(Cc1ccccc1)Cc1ccccc1	26µM*	-8%	21µM*
CC(C)(C)c1ccc(/C=C/C(=O)N2CCOCC2)cc1	?	-3%	?
Cc1ccc(-n2nc3c([n+]2[O-])CCc2nonc2-3)cc1	29%	1%	-2%
Nc1c(O)cccc1C(=O)O	?	.	-3%
CCCCNS(=O)(=O)c1ccc(OCC(=O)OC)cc1	-10%	-3%	-3%
C[C@H](CO)N1C[C@H](C)[C@@H](CN(C)S(=O)(=O)c2cn(C)cn2)Oc2ccc(NC(=O)Nc3ccc4c(c3)OCO4)cc2C1=O	-3%	-10%	3%
COC(=O)CC(=O)Cc1nc(N)nc(Nc2ccc(C)c(C)c2)n1	-8%	-4%	-20%
Cc1c(-c2ccccc2)n[nH]c1C(=O)N=Nc1c(O)[nH]c2ccccc12	?	-6%	23µM*
CCc1ccc(OCC(=O)NC(=S)Nc2ccc(C)cc2C)c(Br)c1	-22%	?	-13%
C=CCOC(=O)C1=C[C@@H](c2coc3ccccc3c2=O)[C@H](CCCO)[C@@H](OCC)O1	?	-3%	?
CC(C)NC(=O)CN(c1cccc(Br)c1)S(C)(=O)=O	1%	-5%	-6%
COc1cccc(CC(=O)Nc2nc3ccccc3[nH]2)c1	15%	16%	0%
CC(C)(NC(=O)N1CCCC1)c1cccc(C(C)(C)NC(=O)N2CCCC2)c1	-11%	2%	-13%
O=C(Nc1cccc(Cl)c1)Nc1ccccc1C(=O)O	-3%	2%	-14%
Cc1cc(C)nc(NS(=O)(=O)c2ccc(NC(=O)c3ccccc3O)cc2)n1	-11%	-2%	-3%
Nc1nonc1-n1nnc(C(=O)N/N=C/c2cccnc2)c1-c1ccccc1	-1%	-5%	14%
O=C(N/N=C/c1cccs1)c1cc(-c2ccc3ccccc3c2)n[nH]1	?	-9%	21µM*
COc1cc(OC)cc(C(=O)N[C@H](C(=O)Nc2cc(F)ccc2C)C(C)C)c1	-7%	-2%	-28%
COC(=O)c1ccc(OC)c(CN2CCCN(Cc3ccc(F)cc3)S2(=O)=O)c1	?	1%	?
c1ccc(-c2ccccc2OCCCN2CCCC2)cc1	-27%	0%	?

Only part of the results is shown. The share of hits here may be higher or lower than overall.
